ZTA counter = counter-screen for EBNA-1 inhibitors: inhibitors of Epstein-Barr virus ZTA | actives 0.15% (n = 320,000) | ZTA-DNA binding, fluorescence polarization | inhibition, % at 11 µM | P03206 | AID 2234; in the data active means inhibition above about 33%
Target sequence (P03206 whole entry, looked up): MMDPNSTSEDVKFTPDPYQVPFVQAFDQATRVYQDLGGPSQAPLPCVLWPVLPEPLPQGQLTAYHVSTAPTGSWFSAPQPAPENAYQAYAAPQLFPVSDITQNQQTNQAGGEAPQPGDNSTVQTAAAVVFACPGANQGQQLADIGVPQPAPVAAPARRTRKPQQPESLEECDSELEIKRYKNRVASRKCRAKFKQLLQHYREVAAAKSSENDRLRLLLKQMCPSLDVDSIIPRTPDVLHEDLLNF
PAFAH2 inh = PAFAH2 (human) inhibition | Q99487 | recombinant PAFAH2, FP-rhodamine activity probe, fluorescence polarization | AID 492956 | actives 0.99% (n = 340,000) | inhibition, % at 3.39 µM;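 active means inhibition above the mean over all tested compounds plus 3 SD, cut at about 30% in these data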;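 further: inhibitors block probe labeling of enzyme so polarization drops; 0% = enzyme with DMSO and 100% = wells lacking PAFAH2 protein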
LYPLA1 inh = blocks human lysophospholipase 1, a PME1 counter-screen | O75608 | recombinant LYPLA1, FP-Rh probe fluorescence polarization | inhibition, % at 5.9 µM | actives 0.16% (n = 320,000) | AID 2174;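 active means inhibition above the mean of all tested compounds plus 3 SD, set per campaign, cut at about 14% in these data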;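 further: inhibitors block serine hydrolase probe labeling of LYPLA1 so polarization falls; 0% = enzyme with DMSO and 100% = wells lacking LYPLA1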
Target sequence (O75608 whole entry, looked up): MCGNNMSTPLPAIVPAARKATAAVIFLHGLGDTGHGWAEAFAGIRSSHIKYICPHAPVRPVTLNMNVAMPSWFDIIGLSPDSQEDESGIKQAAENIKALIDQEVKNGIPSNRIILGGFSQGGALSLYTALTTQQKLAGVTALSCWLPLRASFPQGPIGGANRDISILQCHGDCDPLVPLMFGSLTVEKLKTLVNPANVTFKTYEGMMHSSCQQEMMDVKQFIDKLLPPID
PAFAH1B3 inh = inhibitors of human PAFAH1B3; inhibition, % at 3.39 µM; Q15102; recombinant PAFAH1B3, FP-rhodamine probe, fluorescence polarization; actives 0.28% (n = 340,000);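 active means inhibition above the screen-wide average of all tested compounds plus 3 SD, cut at about 25% in these data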;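 further: 0% = enzyme with DMSO only and 100% = wells lacking PAFAH1B3 protein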
Target sequence (Q15102 whole entry, looked up): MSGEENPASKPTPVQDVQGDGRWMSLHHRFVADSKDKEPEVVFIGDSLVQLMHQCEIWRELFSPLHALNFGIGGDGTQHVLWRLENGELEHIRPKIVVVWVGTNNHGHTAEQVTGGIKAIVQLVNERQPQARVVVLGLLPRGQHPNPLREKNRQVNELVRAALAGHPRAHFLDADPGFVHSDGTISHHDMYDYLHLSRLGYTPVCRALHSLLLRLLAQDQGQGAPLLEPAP
EBNA-1 inhibitor = blocks EBNA-1 binding to DNA | EBNA-1 DNA binding, fluorescence polarization | inhibition, % at 14.8 µM | actives 0.34% (n = 300,000); in the data active means inhibition above about 28%
PREPL inhibitor = human PREPL enzyme inhibition | inhibition, % at 5.96 µM | recombinant PREPL, fluorescence polarization activity-based probe | Q4J6C6 | AID 2751 | actives 0.68% (n = 320,000); in the data active means inhibition above about 43%;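 further: 0% = enzyme with DMSO and 100% = wells lacking enzyme; many of its hits are not listed in these tables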
GSTO1 counter = counter-screen for RBBP9 inhibitors: inhibitors of human GSTO1; P78417; recombinant GSTO1, activity-based probe fluorescence polarization; inhibition, % at 5.96 µM; actives 1.1% (n = 300,000); AID 1974;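 active means inhibition above the campaign mean inhibition plus 3 SD, cut at about 35% in these data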;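 further: 0% = GSTO1-1 with DMSO and 100% = wells lacking GSTO1-1 enzyme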
PAD4 inh = inhibitors of human PAD4 | recombinant PAD4, RCA probe fluorescence polarization | actives 0.41% (n = 330,000) | Q9UM07 | inhibition, % at 6.36 µM;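 active means percent inhibition above a cutoff equal to the mean of all tested compounds plus 3 SD, cut at about 15% in these data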;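 further: 0% = PAD4 with RCA probe and DMSO and 100% = probe without PAD4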
LYPLA2 counter = counter-screen for PME1 inhibitors: inhibitors of human LYPLA2; recombinant LYPLA2, FP-Rh probe fluorescence polarization; inhibition, % at 5.9 µM; actives 0.38% (n = 320,000);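 active means inhibition above the screen-wide mean plus 3 SD, limit set per campaign, cut at about 26% in these data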;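 further: 0% = LYPLA2 with DMSO and 100% = wells lacking LYPLA2 enzyme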
Target sequence (O95372 whole entry, looked up): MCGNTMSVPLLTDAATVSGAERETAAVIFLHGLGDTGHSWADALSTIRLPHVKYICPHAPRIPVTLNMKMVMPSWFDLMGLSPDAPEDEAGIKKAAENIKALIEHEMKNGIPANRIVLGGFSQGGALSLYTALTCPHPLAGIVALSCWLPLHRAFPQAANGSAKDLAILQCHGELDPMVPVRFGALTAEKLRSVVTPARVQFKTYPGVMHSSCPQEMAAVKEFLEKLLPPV
* = called active by the depositor; nt = not tested or not shown. An excerpt; the hit share may differ from the screen's.

The first 4 records, to show the layout:
SMILES | ZTA counter | PAFAH2 inh | LYPLA1 inh | PAFAH1B3 inh | EBNA-1 inhibitor | PREPL inhibitor | GSTO1 counter | PAD4 inh | LYPLA2 counter
Nc1c(-c2ccc(Cl)cc2)cnn1-c1ccccc1 | -3 | 18 | -3 | 7 | 2 | 34 | -2 | 1 | -2
CC(C)OC(=O)NCCOC(=O)Nc1ccccc1Cl | 8 | -1 | -1 | 1 | -1 | 0 | 4 | 3 | 0
CCOc1ccc(/C=C/C(=O)NCCc2ccc(OC)c(OC)c2)cc1 | -2 | -1 | 3 | 1 | -1 | 2 | -4 | 4 | 12
COc1ccc2c(c1)c(C(=O)CN1CCN(Cc3ccccc3)CC1)c(C)n2C | -7 | 0 | -3 | 0 | -10 | 3 | 4 | 0 | -4

Main list, repeating the preview:
SMILES | ZTA counter | PAFAH2 inh | LYPLA1 inh | PAFAH1B3 inh | EBNA-1 inhibitor | PREPL inhibitor | GSTO1 counter | PAD4 inh | LYPLA2 counter
Nc1c(-c2ccc(Cl)cc2)cnn1-c1ccccc1 | -3 | 18 | -3 | 7 | 2 | 34 | -2 | 1 | -2
CC(C)OC(=O)NCCOC(=O)Nc1ccccc1Cl | 8 | -1 | -1 | 1 | -1 | 0 | 4 | 3 | 0
CCOc1ccc(/C=C/C(=O)NCCc2ccc(OC)c(OC)c2)cc1 | -2 | -1 | 3 | 1 | -1 | 2 | -4 | 4 | 12
COc1ccc2c(c1)c(C(=O)CN1CCN(Cc3ccccc3)CC1)c(C)n2C | -7 | 0 | -3 | 0 | -10 | 3 | 4 | 0 | -4
CCCOc1ccc(Cn2c(C)nc([N+](=O)[O-])c2SCC(O)COC)cc1[N+](=O)[O-] (stereo not drawn) | -22 | -1 | -2 | -5 | 1 | 7 | 5 | -1 | 8
CCCN1CCc2c(sc(NC(=O)CCS(=O)(=O)c3ccccc3)c2C(N)=O)C1 | 9 | -4 | -1 | -4 | 9 | 0 | 2 | 5 | 1
CCCCOc1ccc(C2(C(=O)O)CCCC2)cc1 | 0 | -1 | 0 | 3 | -1 | -9 | 7 | 3 | 1
CCOc1ccc(NC(=O)Cn2cc(C(=O)C3CC3)c3ccccc32)cc1 | -6 | 14 | -3 | 0 | 0 | 7 | 13 | -4 | -1
CCCCN(C)CCNC(=O)c1cc2cc3ccc(OC)cc3nc2o1 | 12 | 0 | -2 | 8 | 9 | -26 | 0 | 2 | -7
COc1cccc(CN(C)C(=O)c2ccc(OCC(=O)Nc3cccc(C(F)(F)F)c3)c(OC)c2)c1 | -10 | -6 | -5 | 3 | -8 | 20 | -11 | 1 | -6
Cn1nnc(NC(=O)CSc2ncn[nH]2)n1 | -3 | 1 | -3 | 2 | -2 | -5 | -1 | -12 | -7
O=C(COc1ccc2ccccc2c1)NCCn1ccc2ccccc21 | 16 | 1 | -1 | 3 | 2 | -12 | 0 | 2 | -1
COc1ccccc1N(C)S(=O)(=O)c1ccc(C(=O)OCC(=O)Nc2cc(C)on2)cc1 | -12 | 8 | 2 | 5 | -10 | -8 | 4 | 1 | 2
O=C(NCCCCc1ccccc1)C12CN(Cc3ccccc3)CC1C(c1ccc([N+](=O)[O-])cc1)=NO2 (stereo not drawn) | 24 | -7 | -5 | 4 | -11 | 16 | -1 | 2 | -1
Cc1ccc(C)c(NC(=O)CCn2cnnn2)c1 | -14 | 3 | -1 | -5 | -12 | -9 | 2 | -3 | -2
COC(=O)c1ccccc1NC(=O)C1CCCN(S(=O)(=O)c2ccc(OC)cc2)C1 (stereo not drawn) | 7 | -3 | -2 | 4 | -5 | -8 | 9 | 1 | -3
O=C(c1cc(COc2ccc(F)cc2Cl)on1)N1CCC(OCc2cccnc2)CC1 | -4 | -1 | 1 | 10 | 2 | 9 | 5 | -2 | 32*
COc1ccc(NC(=O)Nc2ccccc2F)c(C)c1 | -7 | -1 | -2 | 1 | -2 | 7 | 15 | -2 | 3
CN(Cc1ccc(F)cc1)C(=O)COc1ccc2ccccc2c1 | 8 | 19 | -1 | -5 | 8 | -11 | 14 | 2 | -2
COC(=O)c1ccccc1NC(=O)CSc1nnc(-c2cccnc2)n1N | -15 | 3 | 3 | 6 | 2 | 15 | 19 | 1 | 1
Cc1ccc(NC(=O)C2CCCN(S(=O)(=O)c3ccc4[nH]c(=O)ccc4c3)C2)cc1C (stereo not drawn) | 4 | -9 | -9 | 0 | 5 | 7 | -64 | -8 | -19
Cc1cc2c(cc1S(=O)(=O)NCC(C)c1ccccc1)n(C)c(=O)c(=O)n2C (stereo not drawn) | 1 | -6 | -1 | 6 | -14 | 4 | -4 | -6 | -7
CN1C(=O)CC(N2CCN(C(=O)c3ccccc3)CC2)C1=O (stereo not drawn) | -1 | 1 | 3 | -4 | -3 | -3 | -1 | -3 | 7
COCCn1c(SCC(=O)Nc2ccc(NC(=O)c3ccco3)c(OC)c2)nc2ccccc2c1=O | -19 | -5 | -1 | 11 | 2 | 2 | -1 | 1 | 1
COC(=O)c1[nH]c2ccccc2c1NS(=O)(=O)c1ccc(F)c(C)c1 | 13 | 0 | 1 | -4 | 3 | -8 | -11 | 0 | -1
Further records follow.
SMILES | ZTA counter | PAFAH2 inh | LYPLA1 inh | PAFAH1B3 inh | EBNA-1 inhibitor | PREPL inhibitor | GSTO1 counter | PAD4 inh | LYPLA2 counter
CCOC(=O)C1=C(COC(=O)C2CC(=O)N(c3ccc(C)cc3)C2)NC(=O)NC1C (stereo not drawn) | 9 | 4 | 3 | 1 | -1 | 1 | 0 | -3 | 2
O=C(c1ccccn1)C1CCCN(Cc2nc(Cc3cccc(F)c3)no2)C1 (stereo not drawn) | -6 | 5 | 3 | 5 | -3 | 8 | 5 | 0 | 0
CN(C)C(=O)CSc1nc(SCC(=O)N(C)C)n(-c2ccccc2)n1 | -4 | -1 | 2 | -1 | 3 | 2 | -3 | 3 | 5
O=C(CCSCc1cccc(Cl)c1)NCCC1=CCCCC1 | 2 | 0 | -1 | 4 | 2 | 2 | 0 | 2 | 2
COc1ccc(O)c(C(=O)c2cnc3onc(C)c3c2)c1 | 15 | 1 | -3 | -4 | -4 | 3 | 4 | -4 | 2
CC12C=CC(=O)C=C1CCC1C2C(=O)C[C@@]2(C)C1CCC2(O)C(=O)CO (stereo partly drawn) | 9 | 6 | 1 | -3 | 4 | 0 | 4 | -1 | 3
O=C(Nc1ccc(F)cc1)c1ccc(COc2ccccc2)cc1 | 3 | -8 | -3 | 5 | -7 | -1 | 7 | 1 | -1
Cc1ccc(C(=O)CCC2CCCC2=O)cc1 (stereo not drawn) | 18 | -6 | -1 | -3 | -2 | -6 | 5 | -4 | 3
COc1cccc(CNC(=O)Cn2c(=O)oc3cc(S(=O)(=O)N4CCCCC4)ccc32)c1 | -7 | 0 | -11 | 1 | -8 | -1 | 12 | -4 | -21
COc1ccc(C2/C=C\CN(Cc3ccncc3)CC(=O)N2Cc2ccc(F)cc2)cc1 (stereo not drawn) | 12 | -7 | -1 | 11 | 11 | 3 | 6 | 0 | 0
CC1CCCC(C)N1C(=O)COC(=O)COc1ccccc1C#N (stereo not drawn) | 4 | 9 | -1 | 1 | nt | 3 | nt | 3 | 0
COc1ccc(Nc2nc3c(C)cccc3cc2C#N)cc1 | -11 | -1 | -4 | 8 | -6 | 6 | -6 | 3 | -8
CCOc1cc(CN2CCN(C(=O)CC(C)C)CC2)ccc1OC | 11 | -4 | 0 | 0 | 0 | -8 | 1 | 1 | 3
O=C(O)c1cc2c(s1)-c1ccccc1CC2 | -14 | 0 | -1 | 6 | -1 | 8 | 0 | -6 | -5
CCCC(=O)Nc1ccc2c(c1)nc(CN1CCCC1)n2C | 18 | 8 | 1 | 1 | 5 | 4 | 3 | -3 | 2
c1ccc(-c2nnc3sc(CN4CCC5(CC4)OCCO5)cn23)cc1 | -13 | 7 | 0 | 6 | 5 | 6 | 6 | -3 | -4
COc1ccccc1C(=O)Nn1cnnc1 | -9 | -3 | 0 | 2 | -1 | 7 | 0 | 3 | 3
CCCc1c(C)nc2c(OC)cccc2c1SCC(=O)O | -1 | 1 | 1 | 4 | 2 | -1 | -10 | 0 | 5
CCOc1cc(C(=O)NC(CC(=O)O)c2ccc(OC3CCCC3)cc2)cc(OCC)c1OCC (stereo not drawn) | 3 | 0 | -1 | 4 | 11 | -13 | -1 | 0 | 2
c1ccc2cc(-c3csnn3)ccc2c1 | -1 | 10 | 0 | 5 | -2 | -110 | -3 | 3 | 1
Cn1nccc1C(=O)N1CCCC(C(=O)c2ccc(C(F)(F)F)cc2)C1 (stereo not drawn) | -9 | 4 | -1 | -4 | -1 | 0 | -2 | -1 | 1
CC(=O)N1CCc2cc(S(=O)(=O)NC(CC(C)C)C(=O)Nc3cc(C)ccn3)ccc21 (stereo not drawn) | 12 | 8 | -1 | 7 | 2 | 3 | -5 | 0 | 5
Cc1nnc(NC(=O)c2cc(-c3ccncc3)nc3c(C)cccc23)s1 | 13 | -15 | -5 | 6 | 8 | 2 | -11 | -1 | -5
O=C(CN1CCCc2ccccc21)Nc1ccc(F)cc1[N+](=O)[O-] | 0 | 1 | 1 | 3 | 0 | 27 | 4 | -1 | -1
Cc1ccc(S(=O)(=O)N[C@@H](C)C(=O)N2CCC(C(=O)N3CCC[C@H]3C(=O)O)CC2)cc1 | 7 | -6 | -2 | -4 | -11 | 17 | -6 | -5 | 3
Following part.
SMILES | ZTA counter | PAFAH2 inh | LYPLA1 inh | PAFAH1B3 inh | EBNA-1 inhibitor | PREPL inhibitor | GSTO1 counter | PAD4 inh | LYPLA2 counter
O=C(NCC(=O)N(c1cccc(F)c1)C(C(=O)NC1CCCC1)c1ccncc1)c1ccco1 (stereo not drawn) | -17 | 0 | 5 | 1 | -8 | 16 | 5 | 2 | 12
CCNC(=O)COc1cc(C)c(Cl)c(C)c1 | -8 | 14 | -2 | 3 | -11 | -4 | 5 | -6 | -7
Cc1ccccc1OCC(=O)Nc1nnc(C2CCCCC2)s1 | 10 | -2 | -5 | 5 | 1 | -2 | -2 | 0 | -4
CC(C)c1ccc(NC(=O)CSc2nc3ccsc3c(=O)n2Cc2ccc(C(=O)O)cc2)cc1 | 2 | 9 | -3 | 5 | -9 | 12 | -14 | -6 | 8
CC1Cc2cc(S(=O)(=O)N3CCN(c4ccc(Cl)cc4)CC3)ccc2N1C(=O)C1CC1 (stereo not drawn) | 0 | -8 | 6 | 3 | -14 | -54 | -8 | -5 | 0
CC1=C(C)CS(=O)N(S(=O)(=O)c2ccc(Cl)cc2)C1 (stereo not drawn) | -13 | -10 | -4 | -2 | -4 | -16 | -12 | -3 | -11
O=C(CSc1nc2[nH]ncc2c(=O)n1-c1ccccc1Br)NCc1ccccc1Cl | 2 | -5 | 0 | 6 | -4 | 5 | 5 | -1 | 9
CCOc1ccc(CN(C)c2ccc(S(=O)(=O)N3CCN(C)CC3)cc2[N+](=O)[O-])cc1OC | 12 | -2 | 7 | 5 | nt | 11 | nt | -4 | 10
C=CCn1c(/N=C/c2ccc(N(C)C)cc2)nc2ccccc21 | -9 | 5 | -2 | 11 | 6 | 7 | -3 | -2 | 2
Nc1nonc1-n1nnc(C(=O)N/N=C/c2cccc(Cl)c2)c1-c1cccs1 | -13 | -5 | -13 | -4 | -14 | 7 | 5 | -1 | -19
O=C(CCNC(=O)c1ccc(Br)cc1)Nc1cccc(S(=O)(=O)N2CCCCC2)c1 | 4 | -7 | -5 | 2 | -2 | 0 | -1 | 0 | -10
CC(NC(=O)c1ccc(Br)cc1)C(=O)NC1=NCCS1 (stereo not drawn) | -9 | 4 | -3 | 11 | 5 | -1 | -3 | -2 | -3
O=c1ccc(S(=O)(=O)N2CCC(Cc3ccccc3)CC2)c[nH]1 | -18 | -10 | 4 | -5 | 1 | 14 | 4 | -3 | 11
O=C(/C=C/c1ccc(S(=O)(=O)N2CCOCC2)cc1)NCc1ccc(Cl)cc1 | -2 | 3 | -1 | 8 | -7 | 31 | -10 | -4 | 0
CC1(C)O[C@@H]2[C@H](O1)[C@@H](CO)O[C@H]2n1cnc2c(=O)[nH]cnc21 | 6 | -3 | 3 | 4 | nt | 21 | nt | -4 | 5

Bioassay records (PubChem BioAssay)
